# MgcRacGAP inhibition: MgcRacGAP GTPase-activating activity inhibitors, confirmation, biochemical, ADP Hunter fluorescence. Rac GTPase-activating protein 1 (Homo sapiens). MgcRacGAP-stimulated Rac1 GTP hydrolysis, ADP Hunter fluorescence; higher % means a stronger effect; GST-tagged Rac1 F28L mutant substrate. one-dose inhibition, % at 30 µM; IC50 in µM for titrated hits. 0.6% of 340,000 active. AID 624330, 2012;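 active means first-screen hits whose inhibition reached a set limit at any dose in the follow-up dose series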;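 further: fluorescence reports GDP produced by GAP-driven GTP hydrolysis; strong numbers were not always called active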
# The depositor's hits bear a star.
mol,MgcRacGAP inhibition
COc1ccc(NC(=O)COC(=O)c2cc(C)oc2C)c([N+](=O)[O-])c1,4.6%
O=C(COC(=O)C1CC1)Nc1cccc(Cl)c1,8.8%
Cc1ccc(NC(=O)CCCNC(=O)c2ccc(Cl)cc2)cc1S(=O)(=O)N1CCOCC1,5.6%
CCN(c1ccccc1)S(=O)(=O)c1ccc2c(c1)OCCO2,6.5%
COc1ccc(-c2c(C#CC(C)(C)O)c3ccccc3n2C)cc1,9.2%
Cc1cc(NC(=O)COC(=O)COc2ccc(Cl)c(C)c2)no1,1.9%
CCC(C(=O)Nc1ccc(N2CCOCC2)c(S(=O)(=O)Nc2ccccc2OC)c1)c1ccccc1 (centres undefined),-4.8%
CC(Sc1nnc(COc2ccc(Cl)cc2)o1)C(=O)Nc1ccc(N2CCOCC2)cc1 (centres undefined),2.0%
O=C(NCc1ccco1)c1ccc(C(=O)NCc2ccco2)cc1,6.9%
COc1ccccc1NS(=O)(=O)c1cccc(NC(=O)C2CC2)c1,0.9%

# Remaining list, next part.
mol,MgcRacGAP inhibition
COCCCNC(=S)N1CCN(c2nc(-c3ccc(Cl)cc3)cs2)CC1,12.7%
CCN(CC)C(=O)C1=C(C)N(Cc2ccc(OC)cc2)C(=O)C(CC(=O)NCCCCc2ccccc2)C1 (centres undefined),12.9%
CN1C[C@@H]2[C@@H]3C(=O)N(Cc4ccccc4)C(=O)[C@@H]3[C@](C)(C1=O)N2C(=O)c1ccc(Br)cc1,5.8%
O=C(NNC(=O)c1nc2ccccc2[nH]1)OCc1ccccc1,-0.5%
Cc1cccc[n+]1CC(=O)c1ccc([N+](=O)[O-])cc1,0.5%
S=C(NCc1ccco1)NCc1ccco1,39.5%
Cc1noc(C)c1S(=O)(=O)N1CCN(c2ccccc2Cl)CC1,9.1%
COc1cc2ccccc2cc1C(=O)OCC(=O)c1c(N)n(C)c(=O)n(C)c1=O,5.0%
CN(C(=O)c1cccc(NC(=O)Cc2ccc(NC(=O)C3CCCN(C(=O)C4CCCC4)C3)cc2)c1)C1CC1 (centres undefined),5.0%
Cc1ccc2c(c1)-c1cc(C)ccc1C2=O,8.0%

# Other entries:
mol,MgcRacGAP inhibition
O=C(Nc1cccc(C(=O)N2CCCCC2)c1)C1CC1,6.0%
CCCCN1C(=O)C(CC(=O)NCCCN(C)C)CC(C(=O)N2CCOCC2)=C1C (centres undefined),6.3%
O=C1OCCN1C(=O)[C@H]1[C@H](c2ccc(Cl)cc2)C(c2cccc(Cl)c2)=NN1c1ccc(Br)cc1,8.0%
COc1ccc2[nH]c3c(c2c1)CCN1C(=O)C(CC(=O)NCCCn2ccnc2)C[C@H](C(=O)N2CCOCC2)[C@@]31CCC1CCCC1 (some centres undefined),7.4%
O=C(O)COc1ccc(Cl)cc1C1CCCCC1,2.8%
CCCN(CC(=O)Nc1ccccc1OC)C(=O)CN1C(=O)NC2(CCCCC2)C1=O,-9.4%
O=S(=O)(c1ccccc1)N1CCNc2ccccc21,6.6%
NC(=O)c1cccc([N+](=O)[O-])c1,9.4%
N#Cc1ccccc1S(=O)(=O)N1CCC(C(=O)NCc2ccccc2CN2CCCC2)CC1,-7.2%
O=C1CC(N2CCN(S(=O)(=O)c3ccccc3F)CC2)C(=O)N1c1ccccc1Cl (centres undefined),3.9%

# (continued)
mol,MgcRacGAP inhibition
COc1cccc(-n2cnnc2SC(C)C(=O)NC2CCCC2)c1 (centres undefined),5.4%
CC(=O)c1ccc(N2CCN(C(=O)c3cn(Cc4ccccc4)nc3-c3cccnc3)CC2)c(F)c1,5.8%
COc1ccc(-c2cccc(-c3cc(=O)oc4cc5c(cc34)OCO5)c2)cc1,4.0%
O=C(COc1ccc(Cl)cc1)N1CCN(S(=O)(=O)c2cc(F)ccc2F)CC1,2.2%
O=S(=O)(NC1CC1)c1ccc(Br)cc1N1CCC[C@H]1CO,7.5%
O=S(=O)(CC=CCS(=O)(=O)c1ccccc1)c1ccccc1,-6.9%
C[C@@H]1CN(S(=O)C(C)(C)C)[C@@H](CCO)/C1=C\CCO (some centres undefined),8.5%
Cc1ccc(-c2ccc(CN3C(CC(C)C)C(=O)N(Cc4cn(CCC5OCCO5)nn4)CCS3(=O)=O)cc2)cc1 (centres undefined),10.1%
O=C(Cc1cccc(NC(=O)C2CCN(C(=O)CCc3ccccc3)CC2)c1)Nc1cccc(C(=O)N2CCCCC2)c1,2.9%
Cc1cc(CCNC=O)c(C)c2c1sc1ccccc12,6.1%

# Other entries follow:
mol,MgcRacGAP inhibition
COCCn1c(C)cc(C(=O)CN2c3cccc4cccc(c34)S2(=O)=O)c1C,5.2%
CCn1c(=O)c(C(=O)CN(C)CC(=O)Nc2ccccc2Br)c(N)n(Cc2ccccc2)c1=O,3.8%
C[C@H]1O[C@@H](O[C@H]2CC[C@@]3(C)C(CC[C@]4(C)C3C=CC3=C5CC(C)(C)CC[C@]5(CO)[C@H](O)C[C@]34C)[C@]2(C)CO)[C@H](O)[C@@H](O[C@@H]2O[C@H](CO)[C@@H](O)[C@H](O)[C@H]2O)[C@H]1O (some centres undefined),13.1%
CCOC(=O)C1=C(COC(=O)c2cccnc2SC)NC(=O)NC1C (centres undefined),6.3%
CCOC(=O)N(C)C[C@H]1OCc2cnnn2CCCC(=O)N([C@@H](C)CO)C[C@@H]1C,9.3%
CCN(C(=O)CSc1nc(C)nc2sc(C)c(C)c12)c1ccc(F)cc1,5.4%
COc1ccc(C(=O)OCc2cc(C)ccc2C)cc1S(=O)(=O)N1CCCC1,3.8%
COc1cccc(C(=O)N2C(C(C)C)COc3cc(Br)ccc3S2(=O)=O)c1 (centres undefined),15.9%
O=C(Nc1ccccc1)SC1CCCCC1,2.2%
CC(Oc1ccccc1F)c1nnc(SCC(=O)Nc2ccc(N3CCOCC3)cc2)o1 (centres undefined),1.7%

# Copied from the listing, two compounds:
mol,MgcRacGAP inhibition
COCCn1c(C)cc(C(=O)CN2c3cccc4cccc(c34)S2(=O)=O)c1C,5.2%
CCn1c(=O)c(C(=O)CN(C)CC(=O)Nc2ccccc2Br)c(N)n(Cc2ccccc2)c1=O,3.8%

# Next section
C[C@@]12CCC=C[C@H]1[C@H](c1ccccc1Br)N(Cc1ccccc1)C2=O
  MgcRacGAP inhibition: 6.6%
CC(OC(=O)Cn1cc(C(F)(F)F)ccc1=O)C(=O)N(C)c1ccccc1 (centres undefined)
  MgcRacGAP inhibition: 8.5%
COc1cc(C(=O)N[C@H](C(=O)NC2CCCc3ccccc32)C(C)C)cc(OC)c1OC (some centres undefined)
  MgcRacGAP inhibition: 2.0%
COc1cccc(OC)c1C(=O)OCC(=O)NC1CCCCCC1
  MgcRacGAP inhibition: 4.0%
Cc1ccccc1CN1CCN(C(C)C(=O)NNC(=O)c2ccc(F)cc2)CC1 (centres undefined)
  MgcRacGAP inhibition: -2.6%
CC(=O)Nc1ccc(S(=O)(=O)N2CCn3cccc3C2C)cc1 (centres undefined)
  MgcRacGAP inhibition: 4.9%
CCOC(=O)[C@@H]1[C@H]2COc3ccccc3[C@@H]2N2C(=O)N(c3ccc(Br)cc3)C(=O)[C@]12C
  MgcRacGAP inhibition: 0.9%
O=C(NC1CCCCCCC1)c1ccc(F)c(S(=O)(=O)N2CCOCC2)c1
  MgcRacGAP inhibition: 10.3%
CCOC(=O)c1cc(C(=O)NNC(=O)c2cccc([N+](=O)[O-])c2)c(C)nc1C
  MgcRacGAP inhibition: 4.0%
CC(C)(C)OC(=O)N1CCCC(C(=O)Nc2cccc(C(=O)NCCc3ccccc3)c2)C1 (centres undefined)
  MgcRacGAP inhibition: 1.8%
CCCCOC(=O)COc1ccc(Cl)cc1Cl
  MgcRacGAP inhibition: 3.9%
Cc1ccccc1OCCC(=O)Nc1cc(S(=O)(=O)N2CCCCC2)ccc1N1CCN(C)CC1
  MgcRacGAP inhibition: 7.4%
CN(Cc1ccccc1)C(=O)CCN1C(=O)c2cccc([N+](=O)[O-])c2C1=O
  MgcRacGAP inhibition: 6.4%
CCN(C(=O)CSc1nnc(SC(C)C)s1)C1CCS(=O)(=O)C1 (centres undefined)
  MgcRacGAP inhibition: 7.9%
CC1Cc2ccccc2N1CC(=O)Nc1cc(S(=O)(=O)N2CCOCC2)ccc1Cl (centres undefined)
  MgcRacGAP inhibition: 8.8%
O=C(c1ccccc1NS(=O)(=O)c1ccc([N+](=O)[O-])cc1[N+](=O)[O-])N1O[C@@H]2C=C[C@H]1C2
  MgcRacGAP inhibition: 6.5%
O=C(CCNS(=O)(=O)c1c(Cl)cccc1Cl)N1CCCC1
  MgcRacGAP inhibition: -4.2%
O=S(=O)(NC1CCN(S(=O)(=O)c2c(F)cccc2F)C1)c1ccc2c(c1)OCCO2 (centres undefined)
  MgcRacGAP inhibition: 2.1%
Cc1cccc(C(=O)N(C(=O)c2cccc(C)c2)N(C)C)c1
  MgcRacGAP inhibition: 0.5%
CCC(=NN=C(CC)c1ccccc1O)c1ccccc1O
  MgcRacGAP inhibition: -2.2%
CCC(CO)Oc1cc(NCc2ccccc2C)c2ncn(C(C)C)c2c1 (centres undefined)
  MgcRacGAP inhibition: 8.2%
CC(=O)Nc1ccc(S(=O)(=O)NCCC(=O)NC2CCCCCC2)cc1
  MgcRacGAP inhibition: 4.9%
COc1ccc(C=C2SC(=S)N(CCCN3CCOCC3)C2=O)c(OC)c1
  MgcRacGAP inhibition: -7.3%
CCC(C(=O)Nc1cccc(S(=O)(=O)N(C)c2ccccc2)c1)c1ccccc1 (centres undefined)
  MgcRacGAP inhibition: 3.6%
CCOc1ccc(C(=O)NCC(=O)OCC(=O)N(C)CC(=O)Nc2ccccc2CC)cc1OCC
  MgcRacGAP inhibition: -1.6%

CCN(C[C@H]1N[C@@](C)(C(=O)OC)[C@H]2C(=O)N(C)C(=O)[C@@H]12)C(=O)c1ccccc1
  MgcRacGAP inhibition: 6.0%
Cc1cccc(CN2CCC(n3nccc3NC(=O)CCCc3ccccc3)CC2)c1
  MgcRacGAP inhibition: 11.4%
COc1cc(NC(=O)c2ccc(S(=O)(=O)N(C)c3ccccc3)cc2)cc(OC)c1
  MgcRacGAP inhibition: 2.7%
CCOC(=O)c1c(-c2cc(OC)c(OC)c(OC)c2)csc1N
  MgcRacGAP inhibition: 15.1%
Fc1cccc(-c2c(-c3ccccc3)ncc3cc(F)ccc23)c1
  MgcRacGAP inhibition: 13.5%
Cc1cc(NC(=O)CSc2nnc(-c3ccccc3F)n2C)no1
  MgcRacGAP inhibition: 3.2%
COc1ccc(C(=O)COC(=O)c2cc(C)no2)c(OC)c1
  MgcRacGAP inhibition: 2.8%
CC(C)NC(=O)N(C)C[C@H]1OCCCC[C@H](C)Oc2ccc(NS(=O)(=O)c3ccccc3)cc2C(=O)N([C@H](C)CO)C[C@H]1C
  MgcRacGAP inhibition: 5.4%
Cc1cccc2cc(CN(Cc3nnnn3C3CCCC3)C3CCCCC3)c(=O)[nH]c12
  MgcRacGAP inhibition: 18.1%
CN(C)S(=O)(=O)c1ccc(C(=O)N2CCN(C(=O)C3CCCO3)CC2)cc1 (centres undefined)
  MgcRacGAP inhibition: 3.7%
O=S(=O)(NCc1nnc2ccccn12)c1ccc(F)cc1
  MgcRacGAP inhibition: 4.9%
O=C(C[C@H]1C/C=C\C[C@H](Cc2ccc(F)cc2)C(=O)OCCNC1=O)NCCO
  MgcRacGAP inhibition: 6.5%
Cc1cc(=O)c2c(N(C)C)cccc2[nH]1
  MgcRacGAP inhibition: 8.8%

# An excerpt of these results, with the structure last:
MgcRacGAP inhibition | smiles
-4.2% | O=C(CCNS(=O)(=O)c1c(Cl)cccc1Cl)N1CCCC1
2.1% | O=S(=O)(NC1CCN(S(=O)(=O)c2c(F)cccc2F)C1)c1ccc2c(c1)OCCO2 (centres undefined)
0.5% | Cc1cccc(C(=O)N(C(=O)c2cccc(C)c2)N(C)C)c1
-2.2% | CCC(=NN=C(CC)c1ccccc1O)c1ccccc1O
8.2% | CCC(CO)Oc1cc(NCc2ccccc2C)c2ncn(C(C)C)c2c1 (centres undefined)
4.9% | CC(=O)Nc1ccc(S(=O)(=O)NCCC(=O)NC2CCCCCC2)cc1
-7.3% | COc1ccc(C=C2SC(=S)N(CCCN3CCOCC3)C2=O)c(OC)c1
3.6% | CCC(C(=O)Nc1cccc(S(=O)(=O)N(C)c2ccccc2)c1)c1ccccc1 (centres undefined)
-1.6% | CCOc1ccc(C(=O)NCC(=O)OCC(=O)N(C)CC(=O)Nc2ccccc2CC)cc1OCC
6.0% | CCN(C[C@H]1N[C@@](C)(C(=O)OC)[C@H]2C(=O)N(C)C(=O)[C@@H]12)C(=O)c1ccccc1
11.4% | Cc1cccc(CN2CCC(n3nccc3NC(=O)CCCc3ccccc3)CC2)c1
2.7% | COc1cc(NC(=O)c2ccc(S(=O)(=O)N(C)c3ccccc3)cc2)cc(OC)c1
15.1% | CCOC(=O)c1c(-c2cc(OC)c(OC)c(OC)c2)csc1N
13.5% | Fc1cccc(-c2c(-c3ccccc3)ncc3cc(F)ccc23)c1
3.2% | Cc1cc(NC(=O)CSc2nnc(-c3ccccc3F)n2C)no1
2.8% | COc1ccc(C(=O)COC(=O)c2cc(C)no2)c(OC)c1
5.4% | CC(C)NC(=O)N(C)C[C@H]1OCCCC[C@H](C)Oc2ccc(NS(=O)(=O)c3ccccc3)cc2C(=O)N([C@H](C)CO)C[C@H]1C
18.1% | Cc1cccc2cc(CN(Cc3nnnn3C3CCCC3)C3CCCCC3)c(=O)[nH]c12
3.7% | CN(C)S(=O)(=O)c1ccc(C(=O)N2CCN(C(=O)C3CCCO3)CC2)cc1 (centres undefined)
4.9% | O=S(=O)(NCc1nnc2ccccn12)c1ccc(F)cc1
6.5% | O=C(C[C@H]1C/C=C\C[C@H](Cc2ccc(F)cc2)C(=O)OCCNC1=O)NCCO
8.8% | Cc1cc(=O)c2c(N(C)C)cccc2[nH]1

# An excerpt; the hit share may differ from the screen's.
